Screening data as filed in PubChem BioAssay.
TcdB inh – blocks C. difficile toxin B glycohydrolase activity. P18177. TcdB glycohydrolase enzymatic assay, plate reader. inhibition, % at 9.99 µM. actives 0.24% (n = 350,000). AID 652162; in the data active = inhibition above about 10%
Numbers without * were called inactive. Not all compounds are listed; the hit share may differ from the screen's.

SMILES	TcdB inh
O=C(C[C@@H]1CC[C@@H]2[C@H](COC[C@H](O)CN2S(=O)(=O)c2ccc(F)cc2)O1)NCc1ccc(Cl)c(Cl)c1	0.3
O=C(N[C@H]1CC[C@H](CCn2cc(C3(O)CCCC3)nn2)O[C@@H]1CO)C1CCCCC1	-1.3
COc1cccc(S(=O)(=O)N[C@@H]2CC[C@H](CC(=O)NCc3ccc(F)cc3)O[C@H]2CO)c1	-0.4
Cc1cccc(S(=O)(=O)N(C)C[C@H]2OCc3cn(nn3)CCCC(=O)N([C@@H](C)CO)C[C@H]2C)c1	0.7
Cc1ccccc1-c1ccccc1[C@H]1[C@@H](CO)N(C(=O)c2cccc(F)c2)[C@H]1C#N	0.3
O=C(C[C@H]1C[C@H]2c3cc(NC(=O)Nc4ccc(C(F)(F)F)cc4)ccc3O[C@H]2[C@H](CO)O1)NCC1CC1	-0.3
O=C(Nc1ccc(F)cc1)N1CC(=O)N2[C@H](C1)[C@@H](c1ccc(C#CC3CC3)cc1)[C@@H]2CO	-0.2
COc1ccc2cc(C3CC=C(COC(C)=O)CN3S(=O)(=O)c3ccccc3[N+](=O)[O-])n(C(=O)OC(C)(C)C)c2c1 (configuration not stated)	1.3
CCCN1C[C@H](C)[C@H](OC)CN(C)C(=O)c2ccc(NC(=O)C3CCOCC3)cc2OC[C@H]1C	-0.3
COc1ccc(S(=O)(=O)Nc2ccc3c(c2)CC(=O)N([C@H](C)CO)C[C@H](C)[C@@H](CN(C)Cc2ccc(Cl)c(Cl)c2)O3)cc1	0.2
Cc1ccc(F)cc1S(=O)(=O)N[C@H]1CCN(Cc2ccc(OC(C)C)cc2)C1	-1.1
C[C@@H]1CN([C@@H](C)CO)C(=O)c2cc(NC(=O)Nc3ccc(F)cc3)ccc2O[C@H]1CN(C)C(=O)Nc1ccc(F)cc1	1.3
O=C(C[C@@H]1CC[C@@H]2[C@H](COC[C@H](O)CN2C(=O)c2ccc(F)cc2)O1)Nc1nccs1	0.7
CON(C)C(=O)[C@H]1C[C@@H]2[C@H](C[C@@H](c3ccccc3)[C@H]1C)N(c1ccc(F)cc1)C(=O)N2CCCOc1ccccc1	1.3
O=C(C[C@@H]1CC[C@H]2[C@@H](COC[C@H](O)CN2Cc2ccccc2)O1)NCCc1ccccc1	-0.1
CN(C)C(=O)C[C@H]1C[C@H]2c3cc(NC(=O)C4CCOCC4)ccc3O[C@H]2[C@H](CO)O1	-1.5
O=C(C[C@@H]1CC[C@@H]2[C@H](COC[C@H](O)CN2S(=O)(=O)c2ccccc2)O1)N1CCOCC1	-1.7
Cc1ccccc1-c1ccc2c(c1)O[C@H](CN(C)C)[C@@H](C)CN([C@H](C)CO)S2(=O)=O	-1.2
C[C@H](CO)N1C[C@H](C)[C@H](CN(C)S(C)(=O)=O)Oc2ccc(NC(=O)CCN3CCOCC3)cc2C1=O	-3.9
C[C@H](CO)N1C[C@H](C)[C@H](CN(C)C(=O)Nc2ccc3c(c2)OCO3)Oc2ncc(C#Cc3ccc(C(F)(F)F)cc3)cc2C1=O	-17
CC(C)NC(=O)N(C)C[C@H]1Oc2ncc(-c3ccc(C(=O)N(C)C)cc3)cc2C(=O)N([C@H](C)CO)C[C@@H]1C	0.3
O=C(C[C@@H]1CC[C@@H](NC(=O)Nc2ccccc2)[C@@H](CO)O1)NCc1cccc(F)c1	-0.3
CCNC(=O)[C@@H]1[C@@H](CO)[C@@H]2Cn3c(ccc(-c4cccc(OC)c4)c3=O)[C@@H]2N1Cc1nccs1	0.6
C[C@@H]1CN([C@@H](C)CO)C(=O)c2cc(C3=CCCCC3)cnc2O[C@@H]1CN(C)C(=O)c1ccncc1	0.1
COC(=O)C[C@H]1CC[C@H]2[C@@H](COc3ccc(NC(=O)c4ccc(OC)cc4)cc3C(=O)N2C)O1	0.9
O=C(C[C@@H]1CC[C@@H]2[C@H](COC[C@H](O)CN2S(=O)(=O)c2cccc(Cl)c2)O1)NC1Cc2ccccc2C1	0.2
CN(C)C(=O)C[C@H]1CC[C@@H](NC(=O)C2CCOCC2)[C@H](CO)O1	-0.7
CN(C)CC#Cc1cccc(-c2nc(C(=O)NCc3ccc4c(c3)OCO4)cc3c2[C@@H](CCO)N(S(=O)C(C)(C)C)C3)c1 (some centres not stated)	0.0
COCC#Cc1ccc2c(c1)O[C@H](CN(C)Cc1ccccc1F)[C@@H](C)CN([C@H](C)CO)S2(=O)=O	0.5
COc1ccc(S(=O)(=O)N[C@H]2CC[C@H](CCn3cc(C(C)C)nn3)O[C@H]2CO)cc1	-1.9

Brought forward from above: three compounds; new compounds follow.
SMILES	TcdB inh
CN(C)CC#Cc1cccc(-c2nc(C(=O)NCc3ccc4c(c3)OCO4)cc3c2[C@@H](CCO)N(S(=O)C(C)(C)C)C3)c1 (some centres not stated)	0.0
COCC#Cc1ccc2c(c1)O[C@H](CN(C)Cc1ccccc1F)[C@@H](C)CN([C@H](C)CO)S2(=O)=O	0.5
COc1ccc(S(=O)(=O)N[C@H]2CC[C@H](CCn3cc(C(C)C)nn3)O[C@H]2CO)cc1	-1.9
C[C@H]1CN([C@@H](C)CO)C(=O)c2cccc(NC(=O)Nc3ccc4c(c3)OCO4)c2O[C@@H]1CN(C)C	0.4
C[C@@H]1CN([C@H](C)CO)C(=O)c2cc(-c3cncnc3)cnc2O[C@@H]1CN(C)C(=O)Cc1cccnc1	-18
O=c1c(-c2ccco2)nc2ccccc2n1C(c1ccccc1)c1nc2ccccc2[nH]1 (configuration not stated)	-0.3
C[C@H](CO)N1C[C@H](C)[C@@H](CN(C)Cc2ccc(Cl)c(Cl)c2)Oc2ccc(NC(=O)CCCCCC(=O)Nc3ccccc3N)cc2CC1=O	-0.5
Cc1noc(C)c1S(=O)(=O)N(C)C[C@H]1OCCCC[C@@H](C)Oc2ccc(NS(=O)(=O)c3ccc(Cl)cc3)cc2C(=O)N([C@@H](C)CO)C[C@H]1C	2.6
O=C(Nc1cccc(F)c1)N1CC(=O)N2[C@H](C1)[C@@H](c1ccc(-c3cccc(F)c3)cc1)[C@@H]2CO	1.1
CC(C)(C)[S@](=O)N1Cc2cc(C(=O)NCc3ccncc3)nc(-c3cccc(-c4ccc(C#N)cc4)c3)c2[C@@H]1CCO	0.9
C[C@@H]1CN([C@H](C)CO)C(=O)Cc2cc(NC(=O)Cc3cn(C)c4ccccc34)ccc2O[C@@H]1CN(C)S(=O)(=O)c1cn(C)cn1	-1.7
CCC(=O)Nc1ccc2c(c1)C(=O)N(C)C[C@@H](OC)[C@@H](C)CN(C(=O)c1ccncc1)[C@H](C)CO2	-0.3
C[C@H]1CN([C@@H](C)CO)C(=O)c2cccc(NS(=O)(=O)c3cn(C)cn3)c2O[C@@H]1CN(C)Cc1ccc(Cl)c(Cl)c1	-0.1

Single values from the list:
TcdB inh with O=C(Nc1cccc(F)c1)N1CC(=O)N2[C@H](C1)[C@@H](c1ccc(-c3cccc(F)c3)cc1)[C@@H]2CO : 1.1
TcdB inh with C[C@H]1CN([C@@H](C)CO)C(=O)c2cccc(NC(=O)Nc3ccc4c(c3)OCO4)c2O[C@@H]1CN(C)C : 0.4
TcdB inh with C[C@H]1CN([C@@H](C)CO)C(=O)c2cccc(NS(=O)(=O)c3cn(C)cn3)c2O[C@@H]1CN(C)Cc1ccc(Cl)c(Cl)c1 : -0.1

Rewritten with each value named: two of the compounds above.
Molecule: Cc1noc(C)c1S(=O)(=O)N(C)C[C@H]1OCCCC[C@@H](C)Oc2ccc(NS(=O)(=O)c3ccc(Cl)cc3)cc2C(=O)N([C@@H](C)CO)C[C@H]1C
  TcdB inh: 2.6

Molecule: C[C@@H]1CN([C@H](C)CO)C(=O)Cc2cc(NC(=O)Cc3cn(C)c4ccccc34)ccc2O[C@@H]1CN(C)S(=O)(=O)c1cn(C)cn1
  TcdB inh: -1.7

Following part:
SMILES	TcdB inh
CCCCc1c(-c2ccccc2OC)ncn1Cc1cc(F)cc(F)c1	4.4
Cc1ccccc1S(=O)(=O)NCC[C@H]1CC[C@@H](NC(=O)Nc2cccc(Cl)c2)[C@@H](CO)O1	-1.7
O=C(C[C@@H]1CC[C@H]2[C@@H](COC[C@@H](O)CN2C(=O)Nc2ccc(F)cc2)O1)NCCc1ccccc1	2.1
CCCC(=O)Nc1ccc2c(c1)OC[C@H](C)N(C(=O)c1cnccn1)C[C@@H](C)[C@H](OC)CN(C)C2=O	-0.6
C[C@@H]1CN([C@H](C)CO)S(=O)(=O)c2ccc(C3=CCCC3)cc2O[C@H]1CN(C)C(=O)Nc1ccc2c(c1)OCO2	-1.5
CCC(=O)Nc1ccc2c(c1)C(=O)N(C)C[C@H](OC)[C@H](C)CN(C(=O)Cc1ccccn1)[C@@H](C)CO2	1.5
COc1ccccc1-c1cn(CC[C@H]2CC[C@H](NS(=O)(=O)c3ccccc3C)[C@@H](CO)O2)nn1	-2.1
NC(=O)c1c(N)[nH]c(C(=O)c2ccccc2)c1-c1ccc2c(c1)OCO2	-7.0
C[C@@H]1CN([C@@H](C)CO)C(=O)Cc2cc(N(C)C)ccc2O[C@@H]1CN(C)Cc1ccc(C(=O)O)cc1	-5.7
Nc1nc2c(ncn2[C@@H]2O[C@H](C(=O)N[C@@H](Cc3ccccc3)C(=O)NCc3ccc4c(c3)OCO4)[C@@H](O)[C@H]2O)c(=O)[nH]1	0.5

In the list so far, these have a cyano group:
SMILES	TcdB inh
Cc1ccccc1-c1ccccc1[C@H]1[C@@H](CO)N(C(=O)c2cccc(F)c2)[C@H]1C#N	0.3
CC(C)(C)[S@](=O)N1Cc2cc(C(=O)NCc3ccncc3)nc(-c3cccc(-c4ccc(C#N)cc4)c3)c2[C@@H]1CCO	0.9

The results go on:
SMILES	TcdB inh
CC(C)N(C[C@H]1N[C@H](CO)[C@@H]1c1ccc(C2=CCCCC2)cc1)C(=O)CN(C)C	0.0
CCC(=O)N1CC2(C1)CN(C(=O)Nc1ccccc1F)[C@H](CO)c1c2c2ccc(OC)cc2n1C	1.3
C[C@@H]1CN([C@H](C)CO)C(=O)c2cc(NS(=O)(=O)c3ccc(F)cc3)ccc2O[C@H]1CN(C)S(=O)(=O)c1cn(C)cn1	-0.7
COc1ccc(S(=O)(=O)Nc2ccc3c(c2)C(=O)N([C@@H](C)CO)C[C@@H](C)[C@H](CN(C)Cc2ccc(C(F)(F)F)cc2)OCCCC[C@H](C)O3)cc1	0.8
C[C@@H]1CN([C@H](C)CO)C(=O)Cc2cc(NS(C)(=O)=O)ccc2O[C@@H]1CN(C)Cc1ccccc1	0.1
CCCNC(=O)N1C[C@@H]2[C@H](c3ccccc31)[C@H](CO)N2Cc1ccc(OC)cc1	-1.3
O=C(C[C@H]1CC[C@H]2[C@@H](COC[C@@H](O)CN2S(=O)(=O)c2ccc(Cl)cc2)O1)NCCN1CCCCC1	-2.1
C[C@H](CO)N1C[C@H](C)[C@H](CN(C)Cc2ccc(C(=O)O)cc2)Oc2c(NC(=O)c3ccncc3)cccc2C1=O	-0.7
CCCNC(=O)Nc1ccc2c(c1)OC[C@@H](C)N(C)C[C@H](C)[C@H](OC)CN(C)C2=O	-1.2
C[C@@H]1CN([C@@H](C)CO)S(=O)(=O)c2ccc(C#Cc3cccc(F)c3)cc2O[C@H]1CN(C)C(=O)NC1CCCCC1	-0.1
O=C(c1ccccc1)N1C[C@@H]2[C@H](c3ccccc31)[C@H](CO)N2C(=O)c1cccc(F)c1	0.3
CC(=O)N1[C@H](CN(C)C(=O)CN2CCOCC2)[C@@H](c2ccccc2)[C@@H]1CO	-0.9
Cc1ccc(S(=O)(=O)N(C)C[C@@H]2Oc3c(NC(=O)Nc4ccc5c(c4)OCO5)cccc3C(=O)N([C@@H](C)CO)C[C@H]2C)cc1	-0.5
O=C(C[C@H]1C=C[C@H](NC(=O)c2cccc(F)c2)[C@H](CO)O1)Nc1nccs1	0.1
COCC(=O)N1CCC2(CC1)CN(C(=O)Cc1ccccc1)[C@H](CO)c1c2c2ccc(OC)cc2n1C	-0.9
COc1ccc(CN(C)C[C@H]2OCCCC[C@H](C)Oc3ccc(NC(=O)Nc4ccc(F)cc4)cc3C(=O)N([C@@H](C)CO)C[C@H]2C)cc1	0.1
CC(C)(C)NC(=O)C(c1ccc(C(F)(F)F)cc1)n1c(=O)c(-c2ccco2)nc2ccccc21 (configuration not stated)	1.1
Cc1[nH]nc2c1C(c1ccc(F)cc1)N(c1ccccc1)C2=O (configuration not stated)	2.9
Cc1ccc(S(=O)(=O)N[C@H]2C=C[C@@H](CC(=O)NCCN3CCCCC3)O[C@@H]2CO)cc1	-0.7
C[C@H]1CCCCO[C@H](CN(C)S(=O)(=O)c2cccs2)[C@@H](C)CN([C@@H](C)CO)C(=O)c2cc(NC(=O)CCC(F)(F)F)ccc2O1	0.2
COc1ccccc1-c1ccc2n(c1=O)C[C@H]1[C@H](CO)[C@@H](C(=O)NC3CCC3)N(C(=O)NC(C)C)[C@@H]21	1.7
Cc1ccc(S(=O)(=O)N(C)C[C@H]2Oc3ccc(NC(=O)Nc4ccccc4)cc3C(=O)N([C@@H](C)CO)C[C@@H]2C)cc1	0.5
CCCNC(=O)[C@H]1[C@H](CO)[C@H]2Cn3c(ccc(-c4cccc(OC)c4)c3=O)[C@@H]1N2C(=O)NCCC	-1.9
COc1ccc(S(=O)(=O)Nc2ccc3c(c2)CC(=O)N([C@H](C)CO)C[C@H](C)[C@@H](CN(C)S(=O)(=O)c2cccs2)O3)cc1	-0.4
C[C@@H]1CCCCO[C@@H](CN(C)S(=O)(=O)c2ccc(F)cc2)[C@H](C)CN([C@H](C)CO)C(=O)c2cc(NC(=O)Nc3ccc4c(c3)OCO4)ccc2O1	0.9
O=C(C[C@H]1CC[C@H]2[C@@H](COC[C@@H](O)CN2C(=O)c2ccncc2)O1)Nc1ccc(-c2ccccc2)cc1	1.3
CO[C@H](C(=O)N(C)C[C@H]1OCc2ccccc2-c2c(n(C)c3ccccc23)C(=O)N([C@@H](C)CO)C[C@H]1C)c1ccccc1	0.6
O=C(C[C@H]1C=C[C@H](NC(=O)C2CCOCC2)[C@H](CO)O1)NCC1CCCCC1	-0.4
C[C@@H]1CN([C@@H](C)CO)S(=O)(=O)c2ccc(C#Cc3ccc(F)cc3)cc2O[C@H]1CN(C)C(=O)NC1CCCC1	0.2
COc1ccccc1-c1cnc2c(c1)C(=O)N([C@H](C)CO)C[C@H](C)[C@@H](CN(C)Cc1ccc(F)cc1)O2	2.2
C[C@@H]1CCCCO[C@H](CN(C)S(=O)(=O)c2ccccc2)[C@H](C)CN([C@@H](C)CO)C(=O)c2cc(NS(=O)(=O)c3ccccc3)ccc2O1	-3.4
